YAP1 CTGF inhibition – YAP1 pathway inhibitors via CTGF transcript, primary screen, DLD1 colon cancer cells, RT-qPCR, single point (AID 743449). actives 0.9% (n = 9,900). inhibition, % at 12.5 µM. DLD1 CTGF mRNA qPCR, 24 h; active compounds read high;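 active = mean normalized replicate activity at least 50 and at least half of replicates each reaching 50; inconclusive = only one of the two criteria met; inactive = neither criterion met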;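 also: 0% = neutral control wells and 100% = dasatinib control wells; higher means stronger suppression of CTGF expression like dasatinib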
Pax4 mRNA alpha TC1 – Pax4 mRNA upregulation in alpha cells – RT-PCR, mouse alpha TC1 cells, single point, primary screen (AID 1053180) | activation, % at 10 µM | mouse alpha TC1 cells, Pax4 mRNA qPCR, 6 days; active compounds read high; 100% = Pax4 plasmid added at qPCR | actives 0.2% (n = 9,600);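 active = highest normalized replicate activity of 15 or more, or at least half the replicates reach 15 or more; inactive = neither condition met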;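 also: pax4 Ct normalized to GAPDH with activation seen as lower delta delta Ct; plate controls were plate neutral control wells for no effect and Pax4 plasmid positive control for full effect; each compound tested in two replicate wells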
* hit, by the source's call; ? = inconclusive; · = not tested or not shown. An excerpt (hit frequency here may not be typical).

SMILES	YAP1 CTGF inhibition	Pax4 mRNA alpha TC1
O=C1CNC[C@H]2[C@@H](c3ccc(Br)cc3)[C@H](CO)N12	6	0.0
O=C(Cc1ccncc1)N1CCCCN2[C@H](CO)[C@H](c3ccc(C#Cc4ccccc4F)cc3)[C@@H]2C1	?	0.0
O=C(O)[C@H]1[C@H](CO)[C@H]2Cn3c(ccc(C4=CCCCC4)c3=O)[C@@H]1N2C(=O)Cc1ccccn1	17	0.0
COC(=O)[C@H]1[C@H](CO)[C@H]2Cn3c(cccc3=O)[C@@H]1N2CCc1ccccc1	7	0.0
OC[C@@H]1Nc2ccc(C#Cc3cccnc3)cc2[C@H]2NCC[C@@H]12	10	0.0
COc1cccc(-c2ccc([C@@H]3[C@@H](CO)N4CCCCN(C(=O)Cc5ccncc5)C[C@@H]34)cc2)c1	33	0.0
c1cncc(-c2ccc(C3[C@H]4CNC[C@@H]3N4CC3CC3)cc2)c1 (stereo not given in full)	13	0.0
O=C(O)C[C@@H]1CC[C@H]2NC[C@@H](O)COC[C@@H]2O1	-24	0.0
C[C@H]1CN([C@@H](C)CO)C(=O)CCCn2cc(nn2)CO[C@H]1CN(C)C(=O)Oc1ccc2ccccc2c1	10	0.0
C[C@H](CO)N1C[C@H](C)[C@H](CN(C)C(=O)Oc2ccc3ccccc3c2)OCc2cn(nn2)CCCC1=O	-19	0.0
C[C@H](CO)N1C[C@H](C)[C@@H](CN(C)C(=O)Oc2cccc3ccccc23)OCc2cnnn2CCCC1=O	-40	0.0
COc1ccccc1CN1[C@@H](CO)[C@@H](c2ccccc2)C12CN(C(=O)Cc1ccccc1)C2	-2	·

An excerpt from above in order of length of the SMILES, lowest first:
SMILES	YAP1 CTGF inhibition	Pax4 mRNA alpha TC1
O=C(O)C[C@@H]1CC[C@H]2NC[C@@H](O)COC[C@@H]2O1	-24	0.0
COC(=O)[C@H]1[C@H](CO)[C@H]2Cn3c(cccc3=O)[C@@H]1N2CCc1ccccc1	7	0.0
O=C(Cc1ccncc1)N1CCCCN2[C@H](CO)[C@H](c3ccc(C#Cc4ccccc4F)cc3)[C@@H]2C1	?	0.0
C[C@H](CO)N1C[C@H](C)[C@@H](CN(C)C(=O)Oc2cccc3ccccc23)OCc2cnnn2CCCC1=O	-40	0.0
C[C@H]1CN([C@@H](C)CO)C(=O)CCCn2cc(nn2)CO[C@H]1CN(C)C(=O)Oc1ccc2ccccc2c1	10	0.0

Looked up above.
YAP1 CTGF inhibition result of c1cncc(-c2ccc(C3[C@H]4CNC[C@@H]3N4CC3CC3)cc2)c1 (stereo not given in full) stands at 13
YAP1 CTGF inhibition result of O=C1CNC[C@H]2[C@@H](c3ccc(Br)cc3)[C@H](CO)N12 stands at 6
YAP1 CTGF inhibition result of COc1cccc(-c2ccc([C@@H]3[C@@H](CO)N4CCCCN(C(=O)Cc5ccncc5)C[C@@H]34)cc2)c1 stands at 33

Source: PubChem
